CHT block: inhibitors of human choline transporter CHT. B-score at 10 µM. 310,000 tested, 0.86% active. CHT-expressing cells, membrane potential dye, choline response; stronger effect = lower value. AID 488975;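 active means B-score over 3 SD under the library average, and starting fluorescence ratio not unusually high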;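 further: choline stimulus applied at its EC90 after an EC20 pre-addition; B-score computed on integrated fluorescence ratio after choline addition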
Target sequence (Q9GZV3 whole entry, looked up): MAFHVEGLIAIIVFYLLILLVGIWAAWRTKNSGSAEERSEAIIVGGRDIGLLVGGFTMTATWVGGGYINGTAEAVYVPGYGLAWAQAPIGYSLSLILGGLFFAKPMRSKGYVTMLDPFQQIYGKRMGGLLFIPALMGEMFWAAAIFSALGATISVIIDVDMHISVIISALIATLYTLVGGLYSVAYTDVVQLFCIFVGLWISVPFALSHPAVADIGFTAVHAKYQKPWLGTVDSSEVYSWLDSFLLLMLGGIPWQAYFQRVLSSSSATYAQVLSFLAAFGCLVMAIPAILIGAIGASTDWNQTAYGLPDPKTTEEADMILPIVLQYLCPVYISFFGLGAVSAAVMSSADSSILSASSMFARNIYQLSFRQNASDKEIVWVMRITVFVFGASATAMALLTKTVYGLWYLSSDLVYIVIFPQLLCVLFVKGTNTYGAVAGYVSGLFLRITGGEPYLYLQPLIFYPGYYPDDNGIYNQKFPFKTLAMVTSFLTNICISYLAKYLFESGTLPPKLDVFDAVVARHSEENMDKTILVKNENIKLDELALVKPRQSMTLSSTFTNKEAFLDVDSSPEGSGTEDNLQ
CHT PAM: human CHT allosteric activation; Q9GZV3; CHT-expressing cells, membrane potential dye, choline EC20; stronger effect = higher value; LV-AA mutant CHT in HEK293 cells; B-score at 10 µM; 310,000 tested, 0.49% active; AID 488977;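 active means initial fluorescence not abnormally high and integrated response B-score, plate-corrected, over 3 SD above library mean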
* marks the source's active call; other numbers are inactive results; i = inactive.

SMILES	CHT block	CHT PAM
O=C(CSc1nnc(CNc2ccc(F)cc2)n1Cc1ccco1)N1CCCC1	i	i
COc1ccc(NC(C)C(=O)N/N=C/c2cc(Br)ccc2OC)cc1 (configuration not stated)	i	i
CC1=NN(CCC#N)C(=O)/C1=C/c1ccc(N(C)C)cc1	i	i
COc1ccc(NC(=O)[C@@H](NC(=O)N2C[C@H]3C[C@@H](C2)c2cccc(=O)n2C3)C(C)C)cc1OC	i	i
O=C(O)c1cc(O)c2c(c1)[C@H]([C@H]1c3cc(C(=O)O)cc(O)c3C(=O)c3c(O[C@@H]4O[C@H](CO)[C@@H](O)[C@H](O)[C@H]4O)cccc31)c1cccc(OC3O[C@H](CO)[C@@H](O)[C@H](O)[C@H]3O)c1C2=O (some centres not stated)	i	i
COC1(OC)N=C(NC(=O)Nc2ccccc2)C2(C#N)C(c3ccccc3)C12C#N (configuration not stated)	i	i
CCOC(=O)/C(=N\Nc1ccccc1)P(=O)(c1ccccc1)c1ccccc1	i	i
COc1cc(OC)c2ccc(=O)oc2c1C(CCN1CCCC(C)C1)c1ccc(N(C)C)cc1 (configuration not stated)	i	i
O=C(Nc1cccc(Br)c1)C1CCCC1	i	i
CCn1c(SCC(=O)N/N=C/c2ccccc2OCC(=O)O)nnc1-c1ccc(C)cc1	i	i
CC1(C)OC(=O)N(c2cccnc2)C1(C)O (configuration not stated)	i	i
CC(C)[C@H](NC(=O)Nc1cccc(C(F)(F)F)c1)C(=O)O	i	i
CC(C)(C)OC(=O)C(C(=O)OC(C)(C)C)c1ccc(Cl)nn1	i	i
Cc1oc(C(C)(C)C)cc1C(=O)N1CCCC1C(=O)O (configuration not stated)	i	i
COC(=O)c1ccc(-c2cc(C(=O)O)c3cc4c(cc3n2)OCCO4)cc1	i	i
COc1ccc(NC(=O)CN2CCN(Cc3ccc4c(c3)OCO4)CC2)cc1OC	i	i
Cc1cccnc1NC(=O)c1ccc(Cl)c(S(=O)(=O)N2CCCC2)c1	i	i
COc1nc(N2CCOCC2)nc(C)c1[N+](=O)[O-]	i	i
NC(=O)[C@@H]1CCCN1C(=O)c1ccc2nc(Cc3cccc(Cl)c3)oc2c1	i	i
COc1ccc([C@@H]2[C@@H]3C(=O)N(C(C)(C)C)C(=O)[C@@H]3[C@]3(C)C(=O)N(c4ccc(C)cc4)C(=O)N23)cc1	i	i
Cn1c(CC(=O)Nc2ccccc2C(F)(F)F)c(Sc2ccccc2)c2ccccc21	i	i
O=C(NC1CCCC1)C(c1ccccc1)N(Cc1ccc(F)cc1)C(=O)c1csnn1 (configuration not stated)	i	i
Cc1cn([C@@H](CCCCN)C(=O)NCCCCCCCCCCC(=O)N2CCNCC2)nn1	i	i
Cc1cc(C)cc(SCc2noc(C(=O)NCC3CC3)c2C(=O)NCC2CC2)c1	i	i

Compounds shown so far containing a cyano group (two):
SMILES	CHT block	CHT PAM
CC1=NN(CCC#N)C(=O)/C1=C/c1ccc(N(C)C)cc1	i	i
COC1(OC)N=C(NC(=O)Nc2ccccc2)C2(C#N)C(c3ccccc3)C12C#N (configuration not stated)	i	i

Next compounds:
SMILES	CHT block	CHT PAM
COC(=O)c1cc(Br)c(=O)n(CCN2CCCC2)c1	i	i
CC(C)(C)C(=O)CSc1nnc(-c2cccs2)n1CC1CCCO1 (configuration not stated)	i	i
COc1ccc(/C=C(\C#N)C(=O)N=CN(C)C)cc1	i	i
CC1(C)CC(=O)C=C(NCCc2c[nH]c3ccccc23)C1	i	i
CC(C)CCn1cnc2c(sc3nc4c(cc32)CSC(C)(C)C4)c1=O	i	i
COC(=O)c1[nH]c2ccc(C)cc2c1NC(=O)CCN1CCN(Cc2ccc3c(c2)OCO3)CC1	i	i
CCCCS(=O)CC(COc1ccc(Cl)cc1)OC(=O)c1ccccc1 (configuration not stated)	i	i
Cc1cc2cc(CNC(=O)C(C)Oc3ccccc3)ccc2n1C (configuration not stated)	i	i
O=C(CNC(=O)C1CCCCC1)Nc1cc(Cl)ccc1Cl	i	i
C=CCSc1nc(C)c(CC(=O)OCCCC)c(=O)[nH]1	i	i
N#CC(c1ccc(F)cc1)c1ccc(C(=O)c2ccc(F)cc2)cc1 (configuration not stated)	i	i
O=S(=O)(Nc1nccs1)c1ccc(NCc2cc(Br)cc(Br)c2O)cc1	i	i

Compound profiles, from the list above. Values in the order: CHT block, CHT PAM
`COC(=O)c1cc(Br)c(=O)n(CCN2CCCC2)c1` is listed as i, i
`COc1ccc(/C=C(\C#N)C(=O)N=CN(C)C)cc1` is listed as i, i
`COC(=O)c1[nH]c2ccc(C)cc2c1NC(=O)CCN1CCN(Cc2ccc3c(c2)OCO3)CC1` is listed as i, i
`O=C(CNC(=O)C1CCCCC1)Nc1cc(Cl)ccc1Cl` is listed as i, i
`CC1(C)CC(=O)C=C(NCCc2c[nH]c3ccccc23)C1` is listed as i, i

The listing picks up, starting 3 compounds before the break.
SMILES	CHT block	CHT PAM
C=CCSc1nc(C)c(CC(=O)OCCCC)c(=O)[nH]1	i	i
N#CC(c1ccc(F)cc1)c1ccc(C(=O)c2ccc(F)cc2)cc1 (configuration not stated)	i	i
O=S(=O)(Nc1nccs1)c1ccc(NCc2cc(Br)cc(Br)c2O)cc1	i	i
CCOC(=O)C1=C(C(F)(F)F)Nc2ncnn2C1c1cc(OC)ccc1OC (configuration not stated)	i	i
COc1ccc(OC)c2c(C)cc(N3CCCN(C)CC3)nc12	i	8*
O=[N+]([O-])c1ccc2ncnc(N3CCN(Cc4ccc5c(c4)OCO5)CC3)c2c1	i	i
O=C(CSc1cccc[n+]1[O-])c1ccc(Cl)s1	i	i
O=C(c1ccc2oc(CCCc3ccccc3)nc2c1)N1CCCC(CCCO)C1 (configuration not stated)	i	i
COc1ccccc1CNC(=O)CSc1ccc(-c2cccc([N+](=O)[O-])c2)nn1	i	i
CN(CCc1ccccn1)C(=O)CCC1CCCN(C(=O)c2c(F)ccc(F)c2F)C1 (configuration not stated)	i	i
Cc1ccsc1/C=N/NC(=O)CC(=O)NCC(C)C	i	i
CCOC(=O)CCNC(=O)N1CCCC(C(=O)c2cccc(Cl)c2)C1 (configuration not stated)	i	i
O=C(NC1CCCC1)C(c1ccc(F)cc1)N(Cc1ccc(F)cc1)C(=O)c1ccn[nH]1 (configuration not stated)	i	i
Cc1cc(C)c(S(=O)(=O)c2ccc(Cl)cc2)c(=O)[nH]1	i	i
N#CCc1c(C#N)c(N)nc(N2CCN(S(=O)(=O)c3ccccc3)CC2)c1C#N	i	i
Cc1cccc(Nc2nc(-c3cccs3)cs2)n1	i	i
COc1ccc(CNc2ncc(-c3ccc(F)cc3)n2C)c2ccccc12	i	i
Cc1sc2nc(C3CC3)nc(N3CCN(S(=O)(=O)c4ccc(F)cc4)CC3)c2c1C	i	i
COc1ccc(-n2c(NCCN(C)C)nc3sc4c(c3c2=O)CCCCC4)cc1	i	i
COc1ccc(C(=O)NCc2n[nH]c(=S)n2-c2ccccc2)cc1OC	i	i
O=C(c1ccccc1)N1CCCC(C(=O)N2CCN(c3ccccc3)CC2)C1 (configuration not stated)	i	i
O=C(Nc1ccc(N2CCN(C(=O)c3ccccc3)CC2)cc1)c1cc2ccccc2o1	i	i
COc1ccc(N(Cc2nnc3n2CCCCC3)C(=O)Nc2ccccc2)cc1	i	i
CC(C)C(=O)Nc1c2c(nn1-c1ccccc1)CSC2	i	i
CCc1nnc(NC(=O)CCS(=O)(=O)Cc2ccccc2)s1	i	i
O=C(COc1ccccc1Cl)NCc1ccncc1	i	i
Cc1cccc(OCc2nnc(SCn3nnc4ccccc4c3=O)o2)c1	i	i
CC/C(=N/Nc1cccc(C)c1)c1cnnc(SC)n1	i	i
COc1cccc(C2c3c(oc4ccccc4c3=O)C(=O)N2CCCN(C)C)c1OC (configuration not stated)	i	i
CCCC(=O)N1CCN(c2ccc([N+](=O)[O-])cc2Cl)CC1	i	i
CCc1c(C)sc2nc3c(C(=O)N4CCOCC4)cc(C(=O)c4ccccc4O)cn3c(=O)c12	i	i
COC(=O)c1ccc(Nc2nnc(-c3ccc(C)c(S(=O)(=O)NCC4CCCO4)c3)c3ccccc23)cc1 (configuration not stated)	i	i
CCCn1c(=S)[nH]c2cc(C(=O)N3CCN(C(=O)OCC)CC3)ccc2c1=O	i	i
COc1ccccc1N1CCN(CC(O)COc2ccc3c(C)cc(=O)oc3c2)CC1 (configuration not stated)	i	i
CC(C)C(=O)Nc1cccc(NC(=S)NC(=O)c2ccc(Cl)cc2)c1	i	i
COc1ccc(OC)c(Cc2nnc(CCC(=O)NC3CCCC3)o2)c1	i	i
O=C(NCC(c1cccs1)N1CCOCC1)c1cc([N+](=O)[O-])cc([N+](=O)[O-])c1 (configuration not stated)	i	i
CCC(=O)c1ccc2c(c1)OCCO2	i	i
O=C(Cc1ccc(Br)cc1)N(Cc1ccccc1)c1ccccn1	i	i
COc1ccc2c(c1)O[C@H]1c3ccc(O)cc3OC[C@@H]21	i	i
COC(=O)CNc1cccc(C(F)(F)F)c1	i	i
CC1CCC(C(C)C)C(OC(=O)C[n+]2cccc(C(N)=O)c2)C1 (configuration not stated)	i	i
COc1ccc(CN2CCN(S(=O)(=O)c3ccc(C)cc3)CC2)cc1OC	i	i
O=C(CNCC(=O)Nc1ccc(F)c(F)c1F)Nc1ccc(F)c(F)c1F	i	i
C=CCNCc1cccn1-c1sc2c(c1C#N)CCCC2	i	i
O=C(COC(=O)c1ccccc1OCC(=O)Nc1ccc(Br)cc1)Nc1ccccc1	i	i
CCOC(=O)[C@H](CCc1ccccc1)N[C@H]1CCc2ccccc2N(CC(=O)O)C1=O	i	i
O=C(CCCN1CCN(c2ccccn2)CC1)c1ccc(F)cc1	i	i
O=C(CCS(=O)(=O)c1cccc2nonc12)N1CCN(c2ccc(F)cc2)CC1	i	i
CS(=O)(=O)c1ccc(S(=O)CC(=O)Oc2ccc(Cl)cc2)c([N+](=O)[O-])c1 (configuration not stated)	i	i
Cc1nc2ncnn2c(N2CCCC(C(=O)Nc3ccccc3Br)C2)c1C (configuration not stated)	i	i
O=C(CN1CCOCC1)Nc1ncc(Cc2cccc(Cl)c2)s1	i	i
Cc1ccc(NC(=O)CSc2ccc(-c3cccnc3)nn2)c(C)c1	i	i
COc1ccc(N(Cc2ccccc2)S(=O)(=O)c2cc(C(=O)O)ccc2Cl)cc1	i	i
Cc1ccc(SCC(=O)Nc2nnc(C(C)(C)C)s2)cc1	i	i
COc1cc(=O)n(C)c2c(OCC(O)C(C)(C)O)cccc12 (configuration not stated)	i	i
CC(=O)Nc1ccc(N(C)C)cc1[N+](=O)[O-]	i	i
Cc1ccc2c(COC(=O)c3ccccc3Br)cc(=O)oc2c1	i	i
COc1ccc(NC(=S)N2CCN(C/C=C/c3ccccc3)CC2)c(OC)c1	i	i
COc1cccc(Nc2nc(NCCO)nc(N3CCCC3)n2)c1	i	i
Fc1ccc(-c2[nH]ncc2CN2CCN(c3ccc(F)cc3)CC2)cc1	i	i
C#CCNC(=O)C1=C[C@H](c2ccccc2)C[C@H](OCCCCO)O1	i	i
COC(=O)CNc1nc(Cl)nc(N2CCC(C)CC2)n1	i	i

Part of the list above, reformatted.
smiles | CHT block | CHT PAM
Cc1ccc(SCC(=O)Nc2nnc(C(C)(C)C)s2)cc1 | i | i
COc1cc(=O)n(C)c2c(OCC(O)C(C)(C)O)cccc12 (configuration not stated) | i | i
CC(=O)Nc1ccc(N(C)C)cc1[N+](=O)[O-] | i | i

More entries
SMILES	CHT block	CHT PAM
CCCCNC(=O)c1ccc2nc(-c3ccco3)c(-c3ccco3)nc2c1	i	i
CCOC(=O)c1c(C)n(C)c2cc(-c3ccc(F)cc3)c(O)cc12	i	i
COc1ccc2c(c1)-c1c(sn(-c3ccc(OC)c(OC)c3)c1=S)C(C)(C)N2	i	i
C=CCNc1nc(-c2cccc(OC)c2O)nc2ccccc12	i	i
COc1cccc(NC(=S)NC(=O)/C=C/c2ccco2)c1	i	i
O=C(CN1CCN(S(=O)(=O)c2ccc(Cl)cc2)CC1)Nc1ccc(N2CCOCC2)cc1	i	i
COC(=O)c1ccc2ccn(CC(=O)NC(C)C)c2c1	i	i
N/C(=N\OC(=O)c1ccc(Br)cc1)c1ccncc1	i	i
CCNC(=O)N1CCCC(C(=O)c2ccc(-c3ccccc3)cc2)C1 (configuration not stated)	i	i
O=C(N/N=C/c1cc(Br)cc(Cl)c1O)c1ccc2c(c1)OCO2	i	i
CCn1cc(CNC(=O)C2CCC(=O)N(Cc3ccc(Cl)cc3)C2)cn1 (configuration not stated)	i	i
S=c1nccc(-c2cccs2)[nH]1	i	i
Fc1ccccc1CSc1ccc(-c2ccco2)nn1	i	i
CCC1(c2ccccc2)NC(=O)N(CC(=O)NCCN2C(=O)S/C(=C\c3cccnc3)C2=O)C1=O (configuration not stated)	i	i
Cc1ccc(NC(=O)N2CCCc3ccccc32)cc1	i	i
Cc1oc(-c2ccc(Cl)cc2)nc1CN1CCCC(C(=O)NCc2cccnc2)C1 (configuration not stated)	i	i
CCOC(=O)c1[nH]c(C)c(/C(O)=C2\C(=O)C(=O)N(CCN3CCOCC3)C2c2cccs2)c1C (configuration not stated)	i	i
NC(=O)N1OCC2COc3ccc4ccccc4c3C21 (configuration not stated)	i	i
COc1ccc(C(=O)NCCNC(=O)c2cc(OCC(F)(F)F)ccc2OCC(F)(F)F)cc1	i	i
Cc1nc2ncnn2c(C)c1CCC(=O)Nc1csc(N)n1	i	i
Cc1cc(C(=O)NCCN2CCCCC2C)n(-c2ccccc2)n1 (configuration not stated)	i	i
O=C(Nc1ccncc1)c1ccc(NS(=O)(=O)c2ccc3[nH]c(=O)[nH]c3c2)cc1	i	i
CCOc1ccccc1NC(=S)N1CCN(c2ccccc2)CC1	i	i
Cc1noc(C)c1S(=O)(=O)Nc1ccccc1Oc1ccccc1	-13*	i
CC1CCCCC1NC(=O)c1cccc(S(=O)(=O)N2CCN(Cc3ccccc3)CC2)c1 (configuration not stated)	i	i
CCSC1=N/C(=C/c2ccsc2)C(=O)N1c1ccccc1	i	i
